# CSN deneddyl inh = inhibitors of CSN-mediated cullin deneddylation, primary screen, biochemical, fluorescence polarization, uHTS | hit rate 0.38% among 360,000 | Purified CSN, SCF-Nedd8-OG deneddylation | COP9 signalosome complex subunit 5 (Homo sapiens), Q92905 | inhibition, % at 12.5 µM | AID 651999, 2013;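 active = pattern-corrected inhibition above about 35%, with an unprinted fluorescence ratio check between 0.5 and 1.5, limit read from the data, passing the limit was not always enough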;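 also: 0% = enzyme with substrate and 100% = substrate without enzyme; some results filed as inactive read as strong as hits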
# Target sequence (Q92905 whole entry, looked up, one chain of several): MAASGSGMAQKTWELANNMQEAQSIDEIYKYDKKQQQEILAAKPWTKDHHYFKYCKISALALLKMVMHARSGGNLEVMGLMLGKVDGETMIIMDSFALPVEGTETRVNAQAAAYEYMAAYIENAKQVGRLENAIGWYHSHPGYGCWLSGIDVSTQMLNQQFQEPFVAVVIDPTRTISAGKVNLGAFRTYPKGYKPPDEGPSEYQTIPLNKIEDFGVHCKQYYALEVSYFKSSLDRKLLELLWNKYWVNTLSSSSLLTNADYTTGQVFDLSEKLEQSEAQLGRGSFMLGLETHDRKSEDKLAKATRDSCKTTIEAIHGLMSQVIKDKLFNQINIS
#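 Detection – fluorescence polarization · System – HEK293T-derived human Csn5 enzyme · Controls – substrate-only high control, full reaction low control · Timing – 90 min, room temperature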
# MT1-MMP act inh = blockers of MT1-MMP proenzyme processing, primary screen, HT1080 RFP-PRO-GFP cells, GFP/RFP fluorescence; GFP/RFP ratio fluorescence, overnight; percent of plate control window, DMSO zero; GFP/RFP ratio change, % at 20 µM; hit rate 0.061% among 360,000;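 active = GFP/RFP ratio change of at least 30% with cell ATP level not reduced by more than half and red fluorescence within 50% of control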; also: strong numbers were not always called active
#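 Assay system – RFP-PRO-GFP reporter HT1080 cells · Compound dosing – single dose of 20 µM compound, 1% DMSO final · Incubation – overnight compound exposure at 37 °C · Measure – GFP/RFP fluorescence ratio · Benchmarks – DMSO wells and RFP-L50D-GFP cells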
# FAS TE block = FAS thioesterase domain inhibitors, primary screen, biochemical, fluorescence intensity, uHTS; inhibition, % at 15 µM; Fatty acid synthase (Homo sapiens), P49327; recombinant FAS-TE, OMFH fluorogenic substrate, fluorescence endpoint; AID 602261, 2012; hit rate 0.67% among 360,000;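 active = compounds whose normalised, plate-corrected inhibition of enzyme fluorescence in the single-dose primary screen is 50% or more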;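 also: 0% = DMSO with enzyme and 100% = substrate without enzyme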
# MLLE-PAM2 inh = inhibitors of PABP1 MLLE–PAM2 peptide binding, primary screen, biochemical, fluorescence polarization, FITC-PAM2, GST-MLLE; Polyadenylate-binding protein 1 (Homo sapiens), P11940; hit rate 0.36% among 360,000; inhibition, % at 20 µM; in the data active = inhibition above about 35%, passing the limit was not always enough;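 also: plate controls were DMSO wells with GST-MLLE for no effect and wells lacking GST-MLLE protein for full effect; some results filed as inactive read as strong as hits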
# MsrA inhibitor = bovine MsrA enzyme inhibitors, primary screen, biochemical, absorbance, HTS; purified bovine MsrA, absorbance read-out; inhibition, % at 15.5 µM; hit rate 0.75% among 360,000; in the data active = inhibition above about 4.5%;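 also: 0% = vehicle wells with enzyme and 100% = reference inhibitor wells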
# bovine MsrA act = bovine MsrA enzyme activators, primary screen, biochemical, absorbance, HTS. activation, % at 10.6 µM. hit rate 0.3% among 360,000. purified bovine MsrA, absorbance read-out. AID 602163, 2012; in the data active = activation above about 7.5%;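 also: 0% = vehicle and 100% = reference activator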
# Rpn11 block = Rpn11 (PSMD14) deubiquitinase inhibitors, primary screen, biochemical, fluorescence polarization, uHTS; human 26S proteasome, Ub4-pepOG fluorescence polarization; 20S core pre-blocked with epoxomicin; hit rate 0.59% among 360,000; 26S proteasome non-ATPase regulatory subunit 14 (Homo sapiens), O00487; AID 588493, 2011; calls only at 20 µM;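 active = inhibition at 20 µM, scaled to each plate's controls, above about 33%, limit read from the data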
# E coli Lon inh = inhibitors of E. coli Lon protease, primary screen, biochemical, fluorescence polarization; P0A9M0; purified E. coli Lon protease; inhibition, % at 7.94 µM; hit rate 0.42% among 360,000; AID 602123, 2011; in the data active = inhibition above about 13%, passing the limit was not always enough;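 also: 0% = enzyme with probe and DMSO and 100% = no enzyme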
# Target sequence (P0A9M0 whole entry, looked up): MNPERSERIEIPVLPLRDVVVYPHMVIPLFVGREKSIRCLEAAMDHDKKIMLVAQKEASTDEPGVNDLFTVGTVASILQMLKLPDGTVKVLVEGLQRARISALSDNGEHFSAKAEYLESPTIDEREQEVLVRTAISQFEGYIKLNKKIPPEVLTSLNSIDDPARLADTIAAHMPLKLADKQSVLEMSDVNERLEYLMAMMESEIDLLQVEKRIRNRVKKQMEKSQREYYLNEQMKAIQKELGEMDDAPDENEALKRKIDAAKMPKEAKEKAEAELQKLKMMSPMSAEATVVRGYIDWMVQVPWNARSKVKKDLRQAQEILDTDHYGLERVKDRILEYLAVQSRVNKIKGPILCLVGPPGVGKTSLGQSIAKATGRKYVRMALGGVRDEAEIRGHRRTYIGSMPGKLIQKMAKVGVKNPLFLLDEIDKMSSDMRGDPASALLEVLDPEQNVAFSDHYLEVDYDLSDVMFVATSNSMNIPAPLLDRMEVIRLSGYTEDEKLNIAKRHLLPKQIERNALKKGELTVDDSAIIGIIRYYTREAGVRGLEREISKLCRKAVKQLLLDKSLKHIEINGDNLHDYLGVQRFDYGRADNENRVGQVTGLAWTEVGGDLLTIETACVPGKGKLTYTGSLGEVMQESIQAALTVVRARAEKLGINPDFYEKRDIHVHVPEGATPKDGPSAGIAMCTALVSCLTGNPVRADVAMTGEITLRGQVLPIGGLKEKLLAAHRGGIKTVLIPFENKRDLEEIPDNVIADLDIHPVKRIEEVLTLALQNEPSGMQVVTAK
# Rin1-Abl PPI inh = inhibitors of Rin1-Abl protein binding, primary screen, biochemical, TR-FRET. hit rate 0.4% among 360,000. inhibition, % at 7.35 µM; in the data active = inhibition above about 5%, passing the limit was not always enough
# * hit, by the source's call; i = inactive; nt = not tested or not shown.
SMILES,CSN deneddyl inh,MT1-MMP act inh,FAS TE block,MLLE-PAM2 inh,MsrA inhibitor,bovine MsrA act,Rpn11 block,E coli Lon inh,Rin1-Abl PPI inh
Cc1nc(SCC(=O)Nc2ccccc2Cl)oc1C,0,-6,-2,18,-0.1,-3,i,2,-4
CCN(c1ccccc1)S(=O)(=O)c1ccc(OC)c(NC(=O)CN2C(=O)NC(C)(C)C2=O)c1,0,-4,-6,-9,0.5,-2,i,1,4
Cc1ccc(CN2CCN(CC(=O)N/N=C/c3ccc(C)o3)CC2)cc1,2,2,-6,-9,1.5,-5,i,1,-2
CCCCN(C(=O)C(C)(C)Oc1ccc(Cl)cc1)c1c(N)n(CCC)c(=O)[nH]c1=O,1,-6,-3,-9,-0.2,-2,i,3,0
COc1ccc(CNC(=O)COC(=O)CC(NC(N)=O)c2ccc(Cl)cc2)cc1OC (configuration not stated),1,-1,-2,-15,-0.9,-1,i,-8,2
Nc1ccc2oc(C3CCCCC3)nc2c1,-7,2,-4,14,0.6,-3,i,0,0
CC1CN(c2ncnc3c2oc2ccccc23)CC(C)O1 (configuration not stated),-2,0,-4,-10,0.5,1,i,2,0
CCOc1ccccc1NC(=O)CN1CCc2ccccc2C1,0,3,18,7,0.3,-3,i,2,0
CCN(CC)CCNc1ccc(Cl)cc1[N+](=O)[O-],4,16,-4,1,-1.6,-2,i,2,-15
COc1ccc(N=C2SC(C(=O)Nc3ccc(C(=O)O)cc3)CC(=O)N2Cc2cccs2)cc1 (configuration not stated),4,2,-2,5,-0.4,-1,i,-4,-5
C/C(NCCc1ccccc1)=C1/CCOC1=O,4,2,-7,8,-0.9,0,i,-7,4
S=C(Nc1cccc2ccccc12)NN1CCOCC1,0,-3,-9,-8,-1.3,-6,i,8,4
CC(NC(=O)Cn1cc(C(F)(F)F)cc(Cl)c1=O)c1ccccc1 (configuration not stated),1,1,0,6,-0.6,-1,i,12,1
Cc1cccc(N(CC(=O)NC(C)(C)C)C(=O)CCC(=O)Nc2ccccn2)c1,7,-4,-3,6,1.5,-2,i,-4,-1
COc1cccc(NC(=O)N(C2CCCCC2)C(C)c2cccs2)c1 (configuration not stated),1,4,20,5,0.0,1,i,-6,2

# Individual results from the entries so far.
# Result for S=C(Nc1cccc2ccccc12)NN1CCOCC1 in CSN deneddyl inh: 0
# Result for COc1cccc(NC(=O)N(C2CCCCC2)C(C)c2cccs2)c1 (configuration not stated) in MsrA inhibitor: 0.0
# Result for CCCCN(C(=O)C(C)(C)Oc1ccc(Cl)cc1)c1c(N)n(CCC)c(=O)[nH]c1=O in MsrA inhibitor: -0.2
# Result for CCOc1ccccc1NC(=O)CN1CCc2ccccc2C1 in bovine MsrA act: -3
# Result for CCN(c1ccccc1)S(=O)(=O)c1ccc(OC)c(NC(=O)CN2C(=O)NC(C)(C)C2=O)c1 in FAS TE block: -6
# Result for Cc1ccc(CN2CCN(CC(=O)N/N=C/c3ccc(C)o3)CC2)cc1 in MLLE-PAM2 inh: -9
# Result for COc1ccc(CNC(=O)COC(=O)CC(NC(N)=O)c2ccc(Cl)cc2)cc1OC (configuration not stated) in FAS TE block: -2

# Reformatted with bars between the fields: part of the list above.
compound | CSN deneddyl inh | MT1-MMP act inh | FAS TE block | MLLE-PAM2 inh | MsrA inhibitor | bovine MsrA act | Rpn11 block | E coli Lon inh | Rin1-Abl PPI inh
Cc1nc(SCC(=O)Nc2ccccc2Cl)oc1C | 0 | -6 | -2 | 18 | -0.1 | -3 | i | 2 | -4
CCN(c1ccccc1)S(=O)(=O)c1ccc(OC)c(NC(=O)CN2C(=O)NC(C)(C)C2=O)c1 | 0 | -4 | -6 | -9 | 0.5 | -2 | i | 1 | 4

# Continuation:
SMILES,CSN deneddyl inh,MT1-MMP act inh,FAS TE block,MLLE-PAM2 inh,MsrA inhibitor,bovine MsrA act,Rpn11 block,E coli Lon inh,Rin1-Abl PPI inh
CCCCSCCCNC(=S)Nc1ccccc1C,-6,4,7,0,0.4,-5,i,-3,-1
CCN(CC)C(=O)C1=C(C)N(CCCOC)C(=O)C(CC(=O)NC(c2ccccc2)c2ccccc2)C1 (configuration not stated),1,-1,-7,0,1.3,-4,i,0,0
Cc1ccc2c(c1)C(c1ccccc1)N(C(=O)c1ccccc1[N+](=O)[O-])CC(=O)N2 (configuration not stated),9,-1,0,4,-1.0,-1,i,4,1
CCCCn1c(O)c(C(CC)=Nc2ccc3c(c2)CCC3)c(=O)[nH]c1=O,6,-3,16,4,-0.9,-1,i,1,-1
Cc1cc(C)nc(NS(=O)(=O)c2ccc(N=NN(C)C)cc2)n1,-3,8,-7,7,3.8,-2,i,2,-1
O=C(NCc1ccc(F)cc1)C1Cc2ccccc2CN1C(=O)c1ccco1 (configuration not stated),4,-3,-2,1,1.6,-5,i,15,-2
NS(=O)(=O)c1ccc(-n2nncc2-c2ccco2)cc1,-2,0,-3,-2,1.3,1,i,-12,1
CCCCC(=O)O[C@H]1CC[C@H]2[C@@H]3CCc4cc(O)ccc4[C@H]3CC[C@]12C,0,0,14,-14,2.0,3,i,-1,0
Cc1nn(Cc2ccccc2)c(C)c1C(=O)N1CCN(S(=O)(=O)/C=C/c2ccccc2)CC1,-5,1,2,9,-0.9,0,i,-3,3
O=C(Nc1ccccc1C(=O)N1CCOCC1)c1ccc(Cl)cc1,-1,0,-9,9,2.2,-12,i,5,6
O=C(COC(=O)c1cnccn1)NCCc1ccccc1,6,6,-7,2,-0.2,-9,i,-1,-3
COC(=O)c1cc(S(=O)(=O)N2CCC(c3ccccc3)C2)c[nH]1 (configuration not stated),0,3,1,-14,0.3,-4,i,1,5
CC(C)C[C@H](NC(=O)CCn1nnc2ccccc2c1=O)C(=O)O,-2,-4,-3,1,2.8,-2,i,6,0
C=C(C)c1cccc(C(C)(C)NC(=O)NC2CCCC2)c1,0,-2,-9,-7,-1.0,-3,i,1,-1
CC1=C(C(=O)N(C(C)C)C(C)C)CC(CC(=O)NC2CC2)C(=O)N1Cc1ccccc1 (configuration not stated),-3,1,-16,4,-1.6,-3,i,-1,4
Cc1ccccc1OCCn1c(=O)sc2ccccc21,-4,-4,15,4,1.1,-3,i,-2,-1
COc1ccc(C(=O)OCC(=O)N2CCc3ccccc3C2)cc1OC,6,-2,-6,-11,0.3,-2,i,-10,1
CCOc1ccc(NC(=O)CSc2nnc(Cc3cccn3C)n2-c2ccc(F)cc2)cc1,4,1,6,-16,-1.1,-3,i,-4,2
O=S(=O)(NC1CCCCCCC1)c1ccc(F)cc1,-2,0,8,-3,1.4,0,i,-6,-3
CNc1nc(NN)nc(Nc2ccccc2)n1,-1,6,-4,-8,0.2,-3,i,0,1
Cc1nc2c(nnn2Cc2c(Cl)cccc2Cl)c(=O)[nH]1,0,4,-3,-3,-0.1,-8,i,0,-5
CC1CN(Cc2ccccc2)C(=S)N(c2ccccc2)C1=O (configuration not stated),3,-2,-2,13,0.0,-6,i,10,3
CCOc1ccccc1Oc1coc2cc(OCC(=O)O)ccc2c1=O,-13,-8,-6,18,0.1,-6,i,-4,1
O=C(N/N=C\c1ccccn1)C1COc2cc3ccccc3cc2O1 (configuration not stated),6,16,1,-16,0.0,0,i,6,-3
CCC1CCCCN1CCCNC(=O)C(C)n1nc(C)c2sc3ccccc3c2c1=O (configuration not stated),3,-3,-4,4,0.4,-1,i,-1,-4
CCCCN(C(=O)CCn1c(=O)oc2ccccc21)c1ccccc1,-3,-3,3,-1,0.2,-1,i,-3,0
O=C(CCN1C(=O)c2ccccc2S1(=O)=O)Nc1ccc(Cl)cc1,2,2,1,2,1.4,3,i,-5,-2
O=C1C2CC=C(Cl)CC2C(=O)N1CN(Cc1ccco1)CN1C(=O)C2CC=C(Cl)CC2C1=O (configuration not stated),1,-1,1,-7,0.8,-3,i,2,-2
Nc1nc(NCC2CCCO2)nc(Nc2cccc(F)c2)c1[N+](=O)[O-] (configuration not stated),-2,2,-4,-13,0.3,0,i,-2,3
Cc1ccc(CN(Cc2ccccc2)C(=S)NCC(=O)NCc2cccnc2)o1,-6,-4,0,-86,0.3,2,i,2,-2
CCOC(=O)c1cnc(-c2ccccc2)nc1N1CCOCC1,-1,1,1,-6,0.5,-2,i,-6,-6
O=S(=O)(Nc1ncnc2sccc12)c1cccc(F)c1,10,-1,-3,-19,0.7,-4,i,-34,-3
Nc1nonc1-n1nnc(C(=O)N/N=C/c2ccccc2Cl)c1COc1ccc(F)cc1,6,1,29,8,0.1,-2,i,1,2
CCCC(=O)Nc1cc(C(=O)N(C)CC(OC)OC)ccc1S(=O)(=O)c1ccc(C)cc1,0,0,-6,-12,0.5,0,i,6,4
CCCC(=O)Nc1ccc(C(=O)Nc2ccc([N+](=O)[O-])cc2OC)cc1,-4,2,5,2,2.8,-10,i,1,-6
O=C1C2C(C(=O)N1/N=C/c1cccc([N+](=O)[O-])c1)C1C=CC2C12CC2 (configuration not stated),-6,-1,6,2,-0.2,-5,i,-14,3
COc1cc(C(=O)N(Cc2ccc(F)cc2)C2CCS(=O)(=O)C2)cc(OC)c1OC (configuration not stated),0,1,-7,20,-0.6,-10,i,-2,-2
CCOC(=O)N1CCC(N(CCN(C)C)C(=S)Nc2cccc(Cl)c2C)CC1,-8,3,-6,10,-0.4,-4,i,-10,-2
CC(C)c1ccc(CC(=O)N2CCC2(C)C(=O)NS(=O)(=O)c2ccc(Cl)s2)cc1 (configuration not stated),-5,2,-8,2,0.3,0,i,0,0
COc1cc(CN(C(=O)c2cc3ccccc3oc2=O)C2CCS(=O)(=O)C2)cc(OC)c1OC (configuration not stated),-1,-2,-4,-4,0.9,-1,i,-3,-4
CCOc1ccc2nc(N3CCOCC3)nc(C)c2c1,10,-10,1,0,0.5,-1,i,-3,-3
Cc1cc(C(=O)N2CCCC2C(=O)O)c(C)o1 (configuration not stated),1,1,-4,9,-1.2,-5,i,-3,1
CCn1cc(Cl)c(C(=O)Nc2nc3ccccc3n2CCN2CCCCC2)n1,2,3,-10,-4,1.6,-6,i,-2,-3
CCN(CC)C(=O)C1=C(C)N(CCC2=CCCCC2)C(=O)C(CC(=O)NCCCN(C)C)C1 (configuration not stated),0,-2,-6,10,-0.9,-1,i,-4,-6
CCOc1ccccc1-n1c(SCC(=O)NC)nnc1-c1ccco1,-3,2,-1,-22,-1.2,-3,i,-7,3
COc1ccc(CCN2C(=O)CC(NCc3ccc4c(c3)OCO4)C2=O)cc1OC (configuration not stated),5,2,-7,-3,nt,-5,i,-5,3
CC(C)c1nnc(NC(=O)C2CCCCC2)s1,-4,6,-5,-1,-0.3,-6,i,-12,-1
N#Cc1c(N)n(CCc2ccc(F)cc2)c2nc3ccccc3nc12,25,-14,28,-14,0.7,-1,i,-6,1
CN(C(=O)COC(=O)c1cc(-c2ccccc2Cl)nc2ccccc12)C1CCS(=O)(=O)C1 (configuration not stated),-14,-3,1,-11,-0.8,-8,i,3,-10
O=C(Nc1sc2c(c1C(=O)O)CCC2)c1ccccc1,16,-3,-2,16,4.1,-1,i,0,0
CN1CCN(C(=O)c2ccc(C(F)(F)F)cc2)CC1,8,0,-6,5,-0.5,-4,i,2,0
COc1ccc(NC(=O)[C@@H]2CCCN2S(=O)(=O)c2cccc3cccnc23)cc1,-1,2,-7,1,-1.3,-2,i,0,0

# Assay outcomes deposited in PubChem BioAssay by several laboratories.
